Source: PubChem
NOD2 inhibition – inhibition of NOD2-driven NF-kB reporter – cell-based, luminescence, uHTS, HEK293 (AID 1566); HEK293 NOD2/NF-kB luciferase reporter, luminescence; higher % means a stronger effect; inhibition, % at 4 µM; hits with a dose series show EC50 in µM; hit rate 0.63% among 290,000; note: many of its hits are not listed in these tables
KOR beta-arrestin-1 – kappa opioid receptor blockers – cell-based, luminescence, uHTS (AID 1778). KOR beta-arrestin recruitment, luminescence, antagonist mode; higher % means a stronger effect. inhibition, % at 10 µM; hits with a dose series show IC50 in µM. hit rate 0.091% among 290,000; note: strong numbers were not always called active
GPR55 beta-arrestin – selective activators of receptor GPR55 – imaging, U2OS cells, beta-arrestin-GFP redistribution, primary screen (AID 1961); U2OS GPR55 beta-arrestin-GFP redistribution imaging; higher % means a stronger effect; hit rate 0.048% among 290,000; activation, % at 10 µM, or EC50 in µM where a hit was titrated;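 active = activation above 40% with more than 50 cells counted in the well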;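 note: U2OS osteosarcoma cells stably expressing GPR55 and beta-arrestin-GFP; plate controls were DMSO negative control for no effect and LPI positive control for full effect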
GPR55 antagonists – inhibition of LPI-stimulated GPR55 beta-arrestin translocation – imaging, U2OS, beta-arrestin-GFP, LPI agonist, primary screen (AID 2013); hit rate 0.13% among 290,000; U2OS GPR55 beta-arrestin-GFP translocation imaging, LPI antagonism; higher % means a stronger effect; inhibition, % at 10 µM, or IC50 in µM where a hit was titrated;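 active = spots per cell inhibited over 60%, with over 100 cells counted and total cytoplasm intensity under 500,000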;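 note: U2OS cells stably carrying GPR55 and arrestin-GFP stimulated by 5 µM LPI near EC80; imaged beta-arrestin-GFP aggregate spots per cell after agonist stimulation; plate controls were LPI-stimulated DMSO wells for no effect and DMSO wells without LPI for full effect; some results filed as inactive read as strong as hits; confirmed hits need IC50 under 10 µM and bright autofluorescent wells are also inconclusive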
KOR beta-arrestin-2 – KOR agonists, beta-arrestin recruitment, primary screen, cell-based, luminescence, uHTS (AID 1777). KOR beta-arrestin recruitment, luminescence; higher % means a stronger effect. one-dose activation, % at 10 µM; EC50 in µM for titrated hits. hit rate 0.02% among 280,000; in the data active = activation above about 50%, passing the limit was not always enough; note: a part of the inactive calls stands beside numbers as strong as those of hits
HIV fusion peptide – inhibitors of HIV fusion peptide binding, primary screen, biochemical, uHTS, fluorescence dequenching (AID 1986) | cell-free peptide binding, fluorescence dequenching, 30 min; higher % means a stronger effect | one-dose inhibition, % at 20 µM; IC50 in µM for titrated hits | hit rate 0.3% among 290,000; in the data active = inhibition mostly above about 52%, no sharp cut-off; inactive = mostly below about 76%; note: some results filed as inactive read as strong as hits
GPR35 arrestin U2OS – inhibition of zaprinast-stimulated GPR35 beta-arrestin translocation – imaging, U2OS, beta-arrestin-GFP, zaprinast agonist, primary screen (AID 2058); U2OS GPR35 beta-arrestin-GFP translocation imaging, zaprinast antagonism; higher % means a stronger effect; one-dose inhibition, % at 10 µM; IC50 in µM for titrated hits; hit rate 0.052% among 290,000;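 active = inhibition of at least 50% with at least 30 cells and total cytoplasm GFP at most 10,000,000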
NOD1 NF-kB reporter – NOD1 signaling inhibitors, primary screen, cell-based, luminescence, uHTS (AID 1578); NOD1-driven NF-kB luciferase reporter cells, luminescence; higher % means a stronger effect; inhibition, % at 4 µM, or EC50 in µM where a hit was titrated; hit rate 1% among 290,000; in the data active = inhibition mostly above about 36%, no sharp cut-off; inactive = mostly below about 34%;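 note: HEK-293T reporter cells stimulated with the NOD1 agonist gamma-tri-DAP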
Myeloid diff 2 – promotes myeloid progenitor differentiation; ER-HoxA9 myeloid progenitors, lysozyme-GFP differentiation, flow cytometry; calls only at 10 µM; AID 624256; hit rate 1% among 360,000;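 active = normalized GFP-positive differentiation at or above the plate's own cutoff, the solvent-only control mean plus 3 SD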;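 note: cells exposed to compound for four days before flow analysis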
Myeloid diff 2 GFP+ MAC1+ % – further read-out of Myeloid diff 2, marked with its call; GFP+ MAC1+ double positive, %; measured here: differentiation confirmed by MAC1 staining
* = called active by the depositor; i = inactive; · = not tested or not shown; [ ] = dose if it differs, or a comment. Cut-off read from the data, not from the text of the source, unless noted: active = inhibition above about 50%; inactive = the rest. These rows are one share of the data. The share of hits here may be higher or lower than overall.

SMILES	NOD2 inhibition	KOR beta-arrestin-1	GPR55 beta-arrestin	GPR55 antagonists	KOR beta-arrestin-2	HIV fusion peptide	GPR35 arrestin U2OS	NOD1 NF-kB reporter	Myeloid diff 2	Myeloid diff 2 GFP+ MAC1+ %
O=C(N/N=C/c1cccnc1)C1CC1(c1ccccc1)c1ccccc1 (stereo unspecified)	10.6%	28.5%	0.0%	-0.6%	-1.3%	-0.9%	-9.6%	-6.6%	i	0.4
O=C(NC1CCCCC1)N1CCN(Cc2ccco2)CC1	15.4%	-40.0%	-0.3%	14.8%	-0.9%	0.9%	-14.0%	-17.0%	i	0.1
COc1ccc(C2CC(c3cccs3)=NN2c2ccc(F)cc2)cc1OC (stereo unspecified)	-2.9%	6.4%	-0.2%	9.0%	0.5%	-0.2%	-0.7%	-11.2%	i	0.4
COC(=O)CSc1nc(N)c(NC(=O)c2ccc(OC)c(OC)c2)c(=O)[nH]1	6.3%	-28.0%	-0.3%	-7.4%	-2.9%	-0.3%	6.6%	-7.1%	i	1.7
O=C1COc2ccc(S(=O)(=O)N3CCN(c4cccc(Cl)c4)CC3)cc2N1	0.3%	-48.3%	0.3%	-6.5%	5.0%	0.4%	11.7%	-31.2%	i	1.2
O=C(CCCCCn1c(=S)[nH]c2ccc(N3CCOCC3)cc2c1=O)NCc1cccc(Cl)c1	19.7%	-18.8%	-0.6%	10.1%	-4.5%	-2.3%	-1.9%	-1.1%	i	0.7
Cc1ccccc1NC(=O)c1c([N+](=O)[O-])c(C(C)(C)C)nn1C	-1.2%	7.1%	-0.3%	-3.9%	-1.9%	-0.1%	7.3%	-27.7%	i	0.4
CC(C)(C)c1ccc(C(=O)CCCSC2=C(C#N)C(c3ccco3)C3=C(CCCC3=O)N2)cc1 (stereo unspecified)	6.1%	-14.2%	-0.1%	-8.5%	1.7%	0.1%	0.6%	9.9%	i	1.8
Cc1ccccc1NC(=O)NCCCN1CCN(C2CCCCC2)CC1	5.3%	34.5%	-0.1%	6.7%	-2.0%	-0.8%	11.9%	-11.1%	i	0.6
Cc1cc(C)c(S(=O)(=O)N2CCCC(C(=O)NCCC3=CCCCC3)C2)c(C)c1 (stereo unspecified)	14.3%	2.4%	0.0%	4.2%	2.8%	-0.3%	10.3%	8.1%	i	8.4
CC(C)NC(=O)c1nn(C)c2ccccc12	-12.2%	·	-0.4%	-0.1%	-0.6%	1.7%	14.8%	-36.4%	i	0.3
COc1ccc(C(=O)NNC(=O)c2cc(C)[nH]n2)cc1	3.4%	-5.9%	-0.6%	-0.9%	-0.2%	-0.3%	-12.8%	-29.2%	i	0.2
CN(NC1OC(=O)c2ccccc21)c1ncc(C(F)(F)F)cc1Cl (stereo unspecified)	4.6%	-6.7%	-0.2%	2.7%	-2.4%	5.3%	9.5%	-7.0%	i	0.4
COc1ccccc1C(=O)n1nc(-c2cccnc2)nc1NCc1ccccc1	-0.8%	10.6%	-0.2%	11.4%	-3.0%	-1.7%	8.2%	-27.0%	i	0.4
CC1(c2ccc(OCC(N)=O)cc2)NC(=O)NC1=O (stereo unspecified)	1.3%	-4.2%	-0.2%	0.3%	5.1%	-2.2%	8.4%	5.2%	i	0.7
CC1(C)CC(=O)C2=C(C1)N(Cc1ccco1)C(=O)C2(NC(=O)C1CCCCC1)C(F)(F)F (stereo unspecified)	10.8%	-6.6%	0.1%	13.1%	3.2%	-0.9%	12.2%	-3.2%	i	1.9
CCOC(=O)Cc1csc(NC(=S)NC(=O)c2cccc([N+](=O)[O-])c2)n1	-5.0%	·	-0.2%	-7.1%	-3.2%	-0.4%	-0.9%	-44.2%	i	0.2
CCOc1ccc(NC(=O)C2CC(=O)N(C)C(=Nc3ccc4c(c3)OCO4)S2)cc1 (stereo unspecified)	-36.1%	-37.8%	0.0%	-6.0%	4.8%	1.0%	8.1%	-34.5%	i	4.5
CN(C)c1ccc(C2NC(=O)c3ccccc3N2)cc1 (stereo unspecified)	-68.6%	-14.0%	0.9%	-18.9%	0.5%	-0.8%	-2.8%	-24.4%	i	0.4
CC(C)[C@H](NC(=O)c1ccccc1F)C(=O)NCc1ccc(S(N)(=O)=O)cc1	8.0%	-47.8%	-0.2%	13.5%	7.5%	1.6%	-15.4%	-6.5%	i	1.2
CN(CCO)CCC(=O)NC1(C)CS(=O)(=O)CC1S(=O)(=O)O (stereo unspecified)	5.8%	10.1%	-0.1%	-0.4%	2.6%	0.5%	0.4%	0.7%	i	1.0
COc1ccccc1NC(=O)c1ccccc1NC(=O)c1ccccc1C(=O)O	4.2%	0.5%[20 µM]	0.7%	-10.2%	1.4%	0.6%	11.2%	-12.5%	i	0.6
CCc1nnc(NC(=O)c2c(-c3ccccc3)noc2C)s1	7.6%	-12.6%	-0.2%	-0.3%	2.6%	-1.2%	2.6%	0.3%	i	0.4
O=C(O)CC1Sc2ccccc2NC1=O (stereo unspecified)	4.2%	-8.4%	-0.2%	4.9%	3.9%	-2.4%	-4.1%	2.4%	i	0.2
O=C(NC1CCCCCC1)c1cc2ccccc2oc1=O	-9.4%	-8.1%[20 µM]	-0.4%	10.1%	3.6%	-0.4%	-13.1%	-45.0%	i	0.8
COc1ccc(-n2ccnc2)cc1	21.0%	-1.2%[20 µM]	-0.1%	-14.8%	-4.9%	-0.8%	-8.6%	1.8%	i	0.1
Cc1cccc(-c2cc(C(=O)N3CCCc4ccccc43)c3ccccc3n2)c1	-9.8%	9.4%	-0.2%	15.4%	-2.2%	-1.9%	7.6%	56.7%	i	0.9
CCOC(=O)CCc1c(C)c2ccc(O)cc2oc1=O	-5.5%	17.9%	0.1%	17.7%	-2.0%	0.9%	16.6%	-21.9%	i	0.4
Cc1[nH]n(-c2ccccc2)c(=O)c1C(=O)c1ccc([N+](=O)[O-])cc1	16.9%	-37.2%	-0.1%	8.5%	-4.8%	-1.2%	4.2%	-14.9%	i	0.2
CCOc1ccccc1CNC(=O)C1CCN(c2nc3ccccc3o2)CC1	4.7%	24.5%	0.3%	0.3%	-1.3%	-3.3%	17.5%	19.1%	i	8.7
CCCc1ccc(C2=Nn3c(nnc3C(C)C)SC2)cc1	9.7%	-0.5%	-0.2%	5.9%	-2.8%	-0.1%	-9.9%	-24.3%	i	0.8
CC1(C)CC(NS(=O)(=O)c2cccc3ccccc23)CC(C)(C)N1	-40.1%	-2.4%	0.2%	20.2%	-4.1%	-1.0%	3.3%	-26.3%	i	0.7
Cc1ccc(/C=C2\Oc3cc(OC(=O)N4CCOCC4)ccc3C2=O)cc1	26.4%	-4.3%	0.1%	-5.4%	3.7%	1.2%	-10.6%	-16.1%	i	0.2
COCCCNC(=O)CN(c1cc(C(F)(F)F)ccc1Cl)S(C)(=O)=O	16.7%	41.1%	0.4%	-0.2%	-1.5%	-0.9%	6.5%	0.9%	i	0.2
CC(C)NC(=O)C1CCN(C2CCN(Cc3ccc4cccc(F)c4n3)CC2)CC1	-4.6%	1.0%	0.2%	2.4%	-2.2%	2.6%	5.9%	-13.2%	i	0.5
COC(=O)c1ccccc1NC(=S)NC(=O)COc1ccccc1Cl	18.5%	5.1%	-0.1%	-1.1%	-2.9%	0.5%	14.4%	12.6%	i	2.3
CNC(=S)Nc1ccc2[nH]c(=O)[nH]c2c1	-5.8%	-32.5%[20 µM]	0.2%	0.9%	-1.8%	-1.0%	-2.3%	-25.4%	i	0.6
CCN(CC)S(=O)(=O)c1cc(C(=O)Nc2ccccc2C(=O)O)ccc1OC	10.4%	-28.7%	-0.1%	19.6%	5.5%	8.8%	-0.9%	-5.7%	i	1.2
COCCCNC(=S)Nc1ccc(N2CCCCC2)cc1	-0.5%	1.7%	-0.4%	-6.0%	-4.1%	0.5%	-7.3%	-44.8%	i	1.0
CCCS(=O)(=O)N1CCCC(C(=O)NCCN(CC)c2ccccc2)C1 (stereo unspecified)	-0.2%	-17.9%	0.0%	1.0%	1.4%	1.8%	-10.7%	-4.2%	i	1.1
Cc1ccc(S(=O)(=O)c2nnn3c2nc(N2CCOCC2)c2ccccc23)cc1	2.1%	11.6%	-0.1%	3.1%	-2.8%	0.1%	16.2%	-36.6%	i	1.2
COC(=O)C1=C(C)Nc2[nH]c(=S)[nH]c(=O)c2C1c1ccc(OC)cc1 (stereo unspecified)	22.8%	-24.0%[20 µM]	0.0%	8.0%	-12.0%	3.6%	9.6%	-19.7%	i	0.3
COC(=O)c1sc(N2C(=O)C(=O)/C(=C(/O)c3ccc(C)cc3)C2c2ccco2)nc1C (stereo unspecified)	9.0%	13.9%	-0.1%	-2.5%	2.8%	18.2%	1.3%	-3.7%	·	·
COc1ccc2c(=O)c3c(=O)n(-c4ccc(C)cc4)c(-c4ccccc4)nc3oc2c1	18.5%	0.7%	0.0%	-1.1%	2.1%	0.5%	-9.2%	-8.2%	·	·
CCCOC(=O)C(C)n1cnc2sc(C)c(C)c2c1=O (stereo unspecified)	12.1%	22.7%	-0.1%	3.9%	-2.4%	0.6%	-6.1%	2.8%	i	0.7
CC1CCCCC1NC(=O)CN1CCC(NC(=O)c2cccc(F)c2)CC1 (stereo unspecified)	8.5%	-7.9%	0.2%	1.1%	0.1%	-1.6%	4.6%	-29.5%	i	0.7
Cc1ccc(S(=O)(=O)n2nccc2-c2c(-c3ccc(Cl)cc3)noc2C)cc1	0.9%	-12.7%	0.6%	-14.7%	0.8%	-0.4%	-11.5%	1.6%	i	1.5
CC(=O)Nc1ccc(C(=O)Nc2nc(-c3cc(C)n(Cc4ccccc4)c3C)cs2)cc1	·	-57.2%	1.2%	2.3%	-0.9%	32.9%	2.2%	·	i	1.3
Cc1nc(N2CCC(C)CC2)c2c(C)c(C(=O)O)sc2n1	-4.1%	-12.8%	0.8%	-13.5%	-3.7%	3.0%	-3.7%	6.8%	i	1.1
Cc1cc(C)n2nc(SCC(=O)N(C)Cc3ccccc3)nc2n1	2.8%	-8.1%	-0.1%	14.4%	-2.2%	2.3%	0.3%	·	i	5.2
Cc1ccc(NC(=O)C(c2ccc(Cl)cc2)N2CCOCC2)cc1 (stereo unspecified)	-16.4%	-18.6%	0.2%	11.0%	-3.5%	1.3%	0.3%	-2.7%	i	0.3
Cc1cc(=O)oc2cc(OCC(=O)N3CCc4ccccc4C3)ccc12	16.3%	2.6%	0.3%	-11.6%	0.9%	20.7%	-3.7%	-16.0%	i	0.9
O=C(CSc1nnc(-c2cccs2)n1-c1ccccc1)Nc1ccccc1	20.6%	-8.5%	-0.2%	0.9%	17.6%	3.0%	-7.1%	-26.2%	i	1.2
CCC(=O)Nc1ccc2nc(C)n(CC(=O)Nc3ccccc3)c(=O)c2c1	-11.4%	43.1%	0.4%	9.0%	-4.9%	-1.8%	4.2%	10.8%	i	11.5
